Source: PubChem BioAssay (National Center for Advancing Translational Sciences (NCATS))
p53ts 32C tox: cytotoxicity in p53ts cells at permissive temperature. H1299-p53A138V at 32C, ATP luminescence viability, 24 h. Potency, µM (series often up to 46.1 µM), without a hit: top-dose activity change, negative = cytotoxicity, usual class: cytotoxic. hit rate 0.93% among 130,000;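 further: 0% = DMSO and -100% = full killing by reference compound; nearly all actives have a fitted effect of over 55% in size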
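ATP-content luminescence (ATPlite) read-out after 24 h compound exposure at 32C in H1299-p53A138V cells (600/well). Tested up to 46 uM. Normalized to DMSO (0%) and 100 uM tamoxifen (100% killing); Hill-fit AC50.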
Peg3 imprint: genomic imprint erasure induction; mouse ES Peg3-LacZ reporter, beta-gal luminescence, 40 h; Potency, µM (highest dose often 60.7 µM), without a hit: at the top dose activity change, positive = activation, hits mostly activators; hit rate 0.02% among 110,000; AID 1948;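 further: 0% = negative control wells on the plate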
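Each well holds 300 Peg3LacZ-Neo (maternal) female ES cells incubated 40 h at 37C, 5% CO2. LacZ is measured by BetaGlo luminescence, with AC50 and maximum efficacy derived from dose-response curves.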
IkB signaling: inhibitors of IkB signaling in ABC-DLBCL cells. hit rate 0.04% among 110,000. Potency, µM (highest dose often 57.1 µM), without a hit: top-dose IkBa stabilization activation. AID 445. ABC-DLBCL IkBa-CBG/CBR dual luciferase ratio, 4 h; response scale: scaled: untreated 0%, proteasome inhibitor 100%; active means well fitted curve in the direction sought with a large enough effect in the signal ratio, not every such curve was filed as active; inconclusive means small, poorly fitted or top-dose-only effect, or a change in a side signal; the % refers to the signal ratio;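 further: the direction sought is a rising ratio; 0% = basal untreated cells and 100% = reference inhibitor full response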
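In this assay, an IκBα–CBG68 fusion accumulates when IKK-driven degradation is blocked; native CBR normalizes for cell number. OCI-Ly3 cells were treated 4 h with compound and doxycycline, then green and red light read after Chroma-Glo addition.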
p53ts 39C kill: kills p53ts cells at the nonpermissive temperature | H1299-p53A138V viability at 39C, ATP luminescence, 24 h | hit rate 1.5% among 130,000 | Potency, µM (series often up to 46.1 µM), for the others: at the highest dose activity change, negative = cell killing, hits mostly cytotoxic | AID 902; further: nearly all actives have a fitted effect of over 55% in size
Starred values were filed as active, the others as inactive; ? = inconclusive; . = not tested or not shown; & = joins results of further samples; [ ] = dose if it differs, or a comment. Unless noted, the call rests on the fitted dose curve; in most records, active means well fitted curve in the direction sought with a large enough effect; inconclusive means small, poorly fitted or top-dose-only effect, or another doubt; inactive means no such curve, though single readings can be large; an effect the other way counts as inactive or inconclusive. Unless noted, on the % scale 0 is the no-effect control and ±100 the full control effect; potency means the concentration at half of the fitted maximal effect.

SMILES	p53ts 32C tox	Peg3 imprint	IkB signaling	p53ts 39C kill
Cc1c(C)n(Cc2ccc(F)cc2)c2ccc(C(=O)Nc3ccc(Cl)cc3)cc12	11%	-11%[10.9 µM]	-0.4%	1%
O=C(O)c1cc(NCc2ccc3c(c2)OCO3)ccc1N1CCOCC1	3%	-5%	-1.9%	2%
C/C(CC/C(C)=N/O)=N/O	-1%[9.22 µM]	-1%[10.9 µM]	-0.7%[11.4 µM]	-1%[9.22 µM]
O=C(COc1ccccc1)Nc1ccc(OCc2cc(=O)n3ccsc3n2)cc1	6%	-7%[10.9 µM]	-0.5%	17%
COc1ccc(Cn2c(C(=O)O)c(CNC3CCCC3)c3ccc(OC)cc32)cc1	11%	-13%[10.9 µM]	0.8%	7%
CC(=O)c1ccc(NC(=O)C2CC(c3ccc(F)cc3)=NO2)cc1 (stereo unspecified)	-2%	8%	0.1%	-1%
CCn1cc(C(=O)Nc2cccc(NC(C)=O)c2)c2cc(OC)c(OC)cc2c1=O	10%	-4%	-0.4%	-10%
CN(C)c1ncc2nc(CCc3ccccc3)c(=O)n(-c3ccccc3)c2n1	4%	.	-3.8%[11.4 µM]	-2%
C/C=C/c1ccc(Oc2nnnn2-c2ccc(C(N)=O)cc2)c(OC)c1	5%	-26%	1.0%	4%
O=C(CSc1nc(-c2ccccc2)cs1)NC(=O)NCc1ccco1	0%	-71%[inhibitor]	?	-18%
Cc1nc2sc(C(c3cccs3)N3CC(C)CC(C)C3)c(O)n2n1 (stereo unspecified)	15%	-26%	?	?
CCCS(=O)(=O)N1CCN(C(=O)c2ccco2)CC1	6%	2%	1.8%	1%
CC1CCC(NC(=O)c2ccc(CS(=O)(=O)Cc3ccccc3F)o2)CC1 (stereo unspecified)	11%	-23%	-0.7%	-21%
O=C(CCN1C(=O)c2ccncc2C1=O)NCc1ccc(Cl)cc1	-7%	0%	1.9%	-7%
CC(CN(C)C)CN1c2ccccc2CCc2ccccc21 (stereo unspecified)	-4%	-24%&-2%	.	-11%
CC(=O)c1ccc(N2CCN(C(=O)Nc3ccc(C(C)C)cc3)CC2)cc1	-14%	-17%[10.9 µM]	?	-20%
Cc1ccsc1C=Nc1ccc(O)cc1	-4%	-27%	?	-18%
CCOc1ccccc1C1C(C#N)=C(N)Oc2n[nH]c(CC)c21 (stereo unspecified)	22%	-13%	1.5%	-16%
CN1CCN(C(=O)c2ccc3c(c2)N(Cc2ccc(Cl)cc2)C(=O)c2ccccc2S3=O)CC1 (stereo unspecified)	-6%	-18%	-0.2%	-17%
Cc1cccc(N2CCN(C(=O)CSCc3ccc(F)cc3)CC2)c1C	?	-14%[10.9 µM]	?	?
Cc1ccccc1-c1nc(CN2CCC(C(=O)NCCC3=CCCCC3)CC2)c(C)o1	-9%	-16%	1.1%	-5%
CCOc1ccccc1C(=O)N1CC(=O)Nc2ccc(C)cc2C1c1ccccc1 (stereo unspecified)	12%	1%[10.9 µM]	?	-2%
OC(CN1CCN(c2ccccn2)CC1)Cn1c2ccccc2c2ccccc21 (stereo unspecified)	-7%	-10%	?	-25%
COc1ccc(C(=O)N2CCC3(CCN(Cc4ccncc4)CC3)CC2)cc1	-3%	.	-0.7%[11.4 µM]	1%
Cc1cc(NC(=O)C2CCCN2C(=O)Nc2c(C)cccc2C)ccc1-n1cnnn1 (stereo unspecified)	-7%	.	.	7%
O=C1C=C(Nc2cccc(O)c2)CC(c2ccco2)C1 (stereo unspecified)	-5%	.	.	-4%
CCCc1cc(C(=O)Nc2sc3c(c2C(=O)OCC)CCCC3)no1	4%	-2%	-1.7%	-2%
O=C(c1cnccn1)N1CCC2(CC1)CN(c1ccccn1)C2	2%	.	0.2%[11.4 µM]	10%
Cc1noc(C)c1S(=O)(=O)N(CC(=O)N1CCn2c1nc1ccccc12)c1ccc(C(C)C)cc1	-5%	4%	-1.7%	7%
Cc1nnc(NC2=NCCC2)s1	2%	-5%	0.0%	-12%
Cc1ccc2c(=O)cc(C(=O)Nc3c(C(=O)c4ccccc4)oc4ccccc34)oc2c1C	7%	-7%[10.9 µM]	0.5%	11%
CNC(=O)[C@@H]1O[C@@H](n2cnc3c(NCc4cccc(I)c4)ncnc32)[C@H](O)[C@@H]1O	6%	.	?	-18%
COCCNC(=O)CSc1nc(-c2cc(OC)c(OC)c(OC)c2)[nH]c1-c1ccc(Cl)cc1	-15%	7%[10.9 µM]	?	-17%
C(=N\c1nc2ccccc2[nH]1)/c1cccs1	-7%	-18%	1.1%	-3%
CCOC(=O)C1C(=O)CC(C)(O)C(C(=O)OCC)C1c1ccco1 (stereo unspecified)	4%	-19%	-1.1%	-3%
COC(=O)c1[nH]c(C)c(/C(O)=C2\C(=O)C(=O)N(CCN(C)C)C2c2cccc(OC)c2OC)c1C (stereo unspecified)	3%	-5%	-2.0%	2%
COc1ccc(NC(=O)CC2C(=O)N(c3cccc(C)c3)C(=O)N2Cc2cccnc2)cc1 (stereo unspecified)	3%	13%[10.9 µM]	-1.2%	2%
O=C(CCn1c(=S)[nH]c2cc3c(cc2c1=O)OCO3)N1CCN(C2CCCCC2)CC1	3%	-8%	1.4%	6%
CCN(CC)c1ccc(NC(=O)c2cccn2-c2nnc(N3CCCCC3)s2)c(C)c1	23%	-17%[10.9 µM]	?	23%
Cc1c(N=C/C=C/c2ccccc2)c(=O)n(-c2ccccc2)n1C	6%	4%	0.2%	-1%
O=C(NCc1ccccc1Cl)c1cnc(N2CCCCC2)c2ccccc12	6%	-9%[10.9 µM]	-1.7%	-11%
CCc1ccccc1N1C[C@@]23C=C[C@@H](O2)C(C(=O)OCC(C)C)[C@H]3C1=O (stereo partly specified)	4%	-6%	-0.3%	14%
CC1(C)OC(C(O)(c2cccc3c2oc2ccccc23)c2cccc3c2oc2ccccc23)C(C(O)(c2cccc3c2oc2ccccc23)c2cccc3c2oc2ccccc23)O1 (stereo unspecified)	1%[9.22 µM]	.	.	5%[9.22 µM]
CS(=O)(=O)N(CC(=O)NCc1ccncc1)Cc1ccc(Cl)cc1	5%	-7%	1.6%	8%
CCn1c(SCC(=O)Nc2cccc(NC(=O)c3ccco3)c2)nnc1-c1cccs1	-9%	-37%[inhibitor]	?	-13%
Cn1c(=O)c2c(nc(NCCc3ccccc3)n2Cc2ccc(F)cc2)n(C)c1=O	5%	-20%	?	2%
CC(C)(C)c1cnnn1-c1ccc(-c2csc(N)n2)cc1	0%	-9%	-0.2%	0%
Cc1ccccc1C(=O)N1CCN(c2ccccn2)CC1	-1%	.	.	4%
Cc1cccc(OCC(=O)OCc2cc(=O)n3nc(-c4cccs4)sc3n2)c1	-1%	-13%[10.9 µM]	0.6%	-19%
O=C(NCCCn1ccnc1)c1cc2nc(-c3ccc(Br)cc3)cc(C(F)(F)F)n2n1	1%	.	.	11%
O=C(CN(c1ccc(F)cc1)S(=O)(=O)c1ccc2c(c1)OCCO2)Nc1ccc2c(c1)OCO2	13%	-27%	3.0%	8%
O=c1oc2ccccc2c2nccnc12	2%	-5%	0.9%	-1%
Cc1cc(C)cc(NC(=O)CSCn2nnc3c(=O)[nH]c(Cc4ccc(F)cc4)nc32)c1	9%	-8%[10.9 µM]	-0.4%	5%
CN(Cc1ccccc1)S(=O)(=O)c1ccc(F)c(C(=O)Nc2ccccc2C(F)(F)F)c1	6%	-12%[10.9 µM]	4.2%	-26%
CCN(CC)c1ccc(NC(=O)C2CCN(S(=O)(=O)c3c(C)noc3/C=C/c3ccccc3F)CC2)c(C)c1	4%	?	4.3%	0%
Cc1ccnc(NC(=O)CCC(=O)N(CC(=O)NCc2ccccc2)c2ccc3c(c2)OCO3)c1	0%	.	.	-11%

Remaining list, next part:
SMILES	p53ts 32C tox	Peg3 imprint	IkB signaling	p53ts 39C kill
Cc1ccc2nc(-c3ccc(NC(=O)COc4ccc(Cl)c(C)c4)cc3)sc2c1	-7%	-15%[10.9 µM]	-1.2%	-6%
O=C(O)CCCc1nc(-c2ccccc2)no1	-6%	-42%[inhibitor]	-7.6%	8%
Cn1c(=O)c2[nH]c(SCCN3CCOCC3)nc2n(C)c1=S	-2%[9.22 µM]	-2%[10.9 µM]	1.1%[11.4 µM]	5%[9.22 µM]
Cc1cc(C)cc(OCC(=O)NCC2(N(C)C)CCCCC2)c1	3%	-12%[10.9 µM]	1.7%	-6%
CCOc1ccccc1NC(=O)N1CCCC1C(=O)Nc1ccc(NC(C)=O)cc1 (stereo unspecified)	6%	-3%	-0.3%	10%
COc1ccc(NC(=O)C2CCCN(c3cnccn3)C2)c(OC)c1 (stereo unspecified)	11%	-3%[10.9 µM]	2.5%	3%
O=C(Cn1ncc2c1-c1ccccc1OC2)Nc1nc2ccccc2s1	80%[activator]	1%	?	14%
CN(C)C=Nc1nonc1N	8%	-5%	1.1%	22%
CC(C)(C)C(=O)CN1C(=O)C2(OCCO2)c2ccccc21	-5%	0%	-0.1%	3%
CCC(O)c1nc2ccccc2n1CCOc1cc(C)cc(C)c1 (stereo unspecified)	3%	-12%[10.9 µM]	-0.6%	-25%
O=C1CCCN1CN(C(=O)c1ccccc1)c1ccc(F)cc1	-9%	5%	-1.4%	-3%
COc1ccc(S(=O)(=O)N2CCC(C(=O)NC(C)c3ccccc3)CC2)cc1 (stereo unspecified)	4%	-7%[10.9 µM]	2.1%	10%
CCOC(=O)c1c(C)oc2nc(C)nc(NCCCN3CCN(c4ccccc4OC)CC3)c12	0%	-4%[10.9 µM]	?	-6%
CC(=O)N1CCOc2cc(S(=O)(=O)Nc3c(C)cccc3C(C)C)c(Cl)cc21	-2%	-18%[10.9 µM]	1.1%	-13%
Cc1c(NC(=O)c2ccc(N3CCC(C)CC3)c([N+](=O)[O-])c2)cccc1-c1nc2ccccc2o1	-1%	-13%[10.9 µM]	0.7%	11%
COc1cc(NC(=O)Cc2cccs2)ccc1-n1cnnn1	3%	?	-1.6%	12%

6 entries from above, with values under each structure:
Value order: p53ts 32C tox | Peg3 imprint | IkB signaling | p53ts 39C kill
CCC(O)c1nc2ccccc2n1CCOc1cc(C)cc(C)c1 (stereo unspecified)
→ 3% | -12%[10.9 µM] | -0.6% | -25%
O=C1CCCN1CN(C(=O)c1ccccc1)c1ccc(F)cc1
→ -9% | 5% | -1.4% | -3%
COc1ccc(S(=O)(=O)N2CCC(C(=O)NC(C)c3ccccc3)CC2)cc1 (stereo unspecified)
→ 4% | -7%[10.9 µM] | 2.1% | 10%
CCOC(=O)c1c(C)oc2nc(C)nc(NCCCN3CCN(c4ccccc4OC)CC3)c12
→ 0% | -4%[10.9 µM] | ? | -6%
CC(=O)N1CCOc2cc(S(=O)(=O)Nc3c(C)cccc3C(C)C)c(Cl)cc21
→ -2% | -18%[10.9 µM] | 1.1% | -13%
Cc1c(NC(=O)c2ccc(N3CCC(C)CC3)c([N+](=O)[O-])c2)cccc1-c1nc2ccccc2o1
→ -1% | -13%[10.9 µM] | 0.7% | 11%

Later entries.
SMILES	p53ts 32C tox	Peg3 imprint	IkB signaling	p53ts 39C kill
COc1ccc(CCNS(=O)(=O)c2ccc3oc(C(=O)O)c(C)c3c2)cc1OC	10%	-7%	2.7%	4%
CC1(C)CC(=S)Nc2ccccc2S1	1%	.	.	7%
O=C(c1cc(C(F)(F)F)cc(C(F)(F)F)c1)N1CCC[C@@]2(CCN(Cc3nccs3)C2)C1	-9%	.	1.4%[11.4 µM]	-23%
CCc1ccc(C(=O)c2cn(CC(=O)Nc3ccc4c(c3)OCO4)c3cc(OC)c(OC)cc3c2=O)cc1	2%	-8%[10.9 µM]	?	-12%
CCOc1ccc2nc(N(Cc3cccnc3)C(=O)c3cccs3)sc2c1	-13%	-7%[10.9 µM]	?	-7%
CCOc1cc(C2NC(=O)NC(O)(C(F)(F)F)C2C(=O)c2ccc(OC)cc2)ccc1O (stereo unspecified)	-10%	.	5.1%	7%
Cc1sc2ncn(CC(=O)N(C)c3ccc(Br)cc3)c(=O)c2c1S(=O)(=O)N1CCC(C)CC1	0%	15%[10.9 µM]	?	-11%
